From PubChem BioAssay
Myeloid diff 2: induction of myeloid progenitor differentiation, primary screen, cell-based, flow cytometry, MLPCN library | ER-HoxA9 myeloid progenitors, lysozyme-GFP differentiation | calls only at 10 µM | actives 1% (n = 360,000) | AID 624256, 2012;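 active means normalized GFP-positive differentiation at or above the plate's own cutoff, the solvent-only control mean plus 3 SD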;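 further: cells exposed to compound for four days before flow analysis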
Myeloid diff 2 GFP+ MAC1+ %: further read-out of Myeloid diff 2, marked with its call; GFP+ MAC1+ double positive, %; measured here: differentiation confirmed by MAC1 staining
An asterisk follows results filed as active.

The first 10 compounds (preview)
`O=C(CNC(=O)c1ccc(Cl)cc1Cl)OCCCn1c(=O)[nH]c2ccccc21` gave Myeloid diff 2 inactive and Myeloid diff 2 GFP+ MAC1+ % 0.6.
C[C@H](CO)N1C[C@H](C)[C@@H](CN(C)S(=O)(=O)c2ccccc2)OCc2cnnn2CCCC1=O was read as Myeloid diff 2 inactive and Myeloid diff 2 GFP+ MAC1+ % 1.3.
Screening CCN(CC)C(=O)[C@H]1C[C@H](CC(=O)NCCCn2ccnc2)C(=O)N2CCc3c([nH]c4ccc(Cl)cc34)[C@]12C returned Myeloid diff 2 inactive and Myeloid diff 2 GFP+ MAC1+ % 0.7.
OCC1(CO)CC2(C1)CC(CO)(CO)C2 was read as Myeloid diff 2 inactive and Myeloid diff 2 GFP+ MAC1+ % 0.7.
O=c1cc(-c2ccc(F)cc2)oc2ccccc12 was read as Myeloid diff 2 inactive and Myeloid diff 2 GFP+ MAC1+ % 0.7.
O=C(CCc1nc2ccccc2c(=O)[nH]1)Nc1cc(Cl)ccc1N1CCCC1 was read as Myeloid diff 2 inactive and Myeloid diff 2 GFP+ MAC1+ % 1.2.
`COCCNC(=O)C1(C)CCN(Cc2ccccc2C#N)C1` (configuration not stated) gave Myeloid diff 2 inactive and Myeloid diff 2 GFP+ MAC1+ % 0.4.
`CCCNC(=O)C1(C)CCN(C(=O)c2ccccc2OC)C1` (configuration not stated) gave Myeloid diff 2 inactive and Myeloid diff 2 GFP+ MAC1+ % 1.5.
Screening COc1ccc(-c2oc3c(c2C(=O)OCCO)C(OCCCO)CCC3)cc1 (configuration not stated) returned Myeloid diff 2 inactive and Myeloid diff 2 GFP+ MAC1+ % 0.9.
Screening O=C(Nc1ccc(S(=O)(=O)Nc2ncccn2)cc1)C12CC3CC(CC(Cl)(C3)C1)C2 returned Myeloid diff 2 inactive and Myeloid diff 2 GFP+ MAC1+ % 0.5.

The whole of this part, repeating the preview:
`O=C(CNC(=O)c1ccc(Cl)cc1Cl)OCCCn1c(=O)[nH]c2ccccc21` gave Myeloid diff 2 inactive and Myeloid diff 2 GFP+ MAC1+ % 0.6.
C[C@H](CO)N1C[C@H](C)[C@@H](CN(C)S(=O)(=O)c2ccccc2)OCc2cnnn2CCCC1=O was read as Myeloid diff 2 inactive and Myeloid diff 2 GFP+ MAC1+ % 1.3.
Screening CCN(CC)C(=O)[C@H]1C[C@H](CC(=O)NCCCn2ccnc2)C(=O)N2CCc3c([nH]c4ccc(Cl)cc34)[C@]12C returned Myeloid diff 2 inactive and Myeloid diff 2 GFP+ MAC1+ % 0.7.
OCC1(CO)CC2(C1)CC(CO)(CO)C2 was read as Myeloid diff 2 inactive and Myeloid diff 2 GFP+ MAC1+ % 0.7.
O=c1cc(-c2ccc(F)cc2)oc2ccccc12 was read as Myeloid diff 2 inactive and Myeloid diff 2 GFP+ MAC1+ % 0.7.
O=C(CCc1nc2ccccc2c(=O)[nH]1)Nc1cc(Cl)ccc1N1CCCC1 was read as Myeloid diff 2 inactive and Myeloid diff 2 GFP+ MAC1+ % 1.2.
`COCCNC(=O)C1(C)CCN(Cc2ccccc2C#N)C1` (configuration not stated) gave Myeloid diff 2 inactive and Myeloid diff 2 GFP+ MAC1+ % 0.4.
`CCCNC(=O)C1(C)CCN(C(=O)c2ccccc2OC)C1` (configuration not stated) gave Myeloid diff 2 inactive and Myeloid diff 2 GFP+ MAC1+ % 1.5.
Screening COc1ccc(-c2oc3c(c2C(=O)OCCO)C(OCCCO)CCC3)cc1 (configuration not stated) returned Myeloid diff 2 inactive and Myeloid diff 2 GFP+ MAC1+ % 0.9.
Screening O=C(Nc1ccc(S(=O)(=O)Nc2ncccn2)cc1)C12CC3CC(CC(Cl)(C3)C1)C2 returned Myeloid diff 2 inactive and Myeloid diff 2 GFP+ MAC1+ % 0.5.
`COc1ccccc1NC(=O)Nc1nc(CC(=O)Nc2ccc(N(C)C)cc2)cs1` gave Myeloid diff 2 inactive and Myeloid diff 2 GFP+ MAC1+ % 0.4.
For CCOc1ccc(NC(=O)c2cccc(S(=O)(=O)NCc3cccnc3)c2)cc1 the results were Myeloid diff 2 inactive and Myeloid diff 2 GFP+ MAC1+ % 3.2.
`CSc1nc(N)nc2c1ncn2CC(=O)NCc1ccc2[nH]ccc2c1` gave Myeloid diff 2 inactive and Myeloid diff 2 GFP+ MAC1+ % 0.4.
Screening COc1cc2c(cc1OC)C(C(N)=O)NCC2 (configuration not stated) returned Myeloid diff 2 inactive and Myeloid diff 2 GFP+ MAC1+ % 0.3.
Screening CCCCNC(=O)C1c2ccccc2OCC(=O)N1CCCN1CCOCC1 (configuration not stated) returned Myeloid diff 2 inactive and Myeloid diff 2 GFP+ MAC1+ % 0.6.
Screening CCC(C)(C)C(=O)O returned Myeloid diff 2 inactive and Myeloid diff 2 GFP+ MAC1+ % 1.0.
For COc1ccc(OC)c(C(=O)COC(=O)COc2ccccc2)c1 the results were Myeloid diff 2 inactive and Myeloid diff 2 GFP+ MAC1+ % 0.3.
For CCOC(=O)C1=CC[C@@H](c2ccccc2)N(S(=O)(=O)c2ccc(C)cc2)[C@H]1c1ccc(CC)cc1 the results were Myeloid diff 2 inactive and Myeloid diff 2 GFP+ MAC1+ % 0.9.
COc1ccc(C(=O)NCC(=O)OCC(=O)NCc2ccco2)cc1 was read as Myeloid diff 2 inactive and Myeloid diff 2 GFP+ MAC1+ % 0.8.
Screening COc1ccc(S(=O)(=O)N(CC(C)C)C2CCS(=O)(=O)C2)cc1OC (configuration not stated) returned Myeloid diff 2 inactive and Myeloid diff 2 GFP+ MAC1+ % 0.7.
For CCN1C(=O)[C@@H]2[C@@H](c3ccc(SC4CCCCC4)cc3)N3CCC[C@@]3(C(=O)OC)[C@@H]2C1=O the results were Myeloid diff 2 inactive and Myeloid diff 2 GFP+ MAC1+ % 1.6.
Screening CCN1CCN(c2sc(S(=O)(=O)CC)nc2S(=O)(=O)c2ccc(C)cc2)CC1 returned Myeloid diff 2 inactive and Myeloid diff 2 GFP+ MAC1+ % 0.7.
Screening CCNC(=O)C1CCCN(C(=O)c2ccco2)CC1 (configuration not stated) returned Myeloid diff 2 inactive and Myeloid diff 2 GFP+ MAC1+ % 0.8.
O=C(NC1CCS(=O)(=O)C1)c1cccc(Cl)c1 (configuration not stated) was read as Myeloid diff 2 inactive and Myeloid diff 2 GFP+ MAC1+ % 0.4.
CCN1C[C@@H]2[C@@H]3C(=O)N(C)C(=O)[C@@H]3[C@](CC)(C1=O)N2C(=O)c1ccc(C)cc1 was read as Myeloid diff 2 inactive and Myeloid diff 2 GFP+ MAC1+ % 1.1.
Screening O=c1[nH]c(=S)n(-c2ccc(Br)cc2)c2ncccc12 returned Myeloid diff 2 inactive and Myeloid diff 2 GFP+ MAC1+ % 0.1.
Screening Cc1ccc(NC(=O)NC2CC(=O)N(c3ccc4c(c3)OCCO4)C2)cc1C (configuration not stated) returned Myeloid diff 2 inactive and Myeloid diff 2 GFP+ MAC1+ % 1.8.
`CC(=O)Nc1cccc(NCC(=O)Nc2cc(S(=O)(=O)N3CCCCC3)ccc2Cl)c1` gave Myeloid diff 2 inactive and Myeloid diff 2 GFP+ MAC1+ % 0.9.
Screening COC(=O)Cc1ccc(OC2(C)CCN(Cc3ccc(-c4ccccn4)cc3)C2)cc1 (configuration not stated) returned Myeloid diff 2 inactive and Myeloid diff 2 GFP+ MAC1+ % 1.1.
`CCC(=O)NC(c1cccs1)c1cc(Cl)c2ccccc2c1O` (configuration not stated) gave Myeloid diff 2 inactive and Myeloid diff 2 GFP+ MAC1+ % 0.7.
`CC1(C(=O)Nc2ccc3c(c2)OCCO3)CSCC(=O)N1CCOc1ccccc1` (configuration not stated) gave Myeloid diff 2 inactive and Myeloid diff 2 GFP+ MAC1+ % 3.3.
Screening O=C(O)c1cc(S(=O)(=O)Nc2cc(Cl)ccc2Oc2ccccc2)ccc1O returned Myeloid diff 2 inactive and Myeloid diff 2 GFP+ MAC1+ % 1.2.
For CS(=O)(=O)c1ccc(Cl)c(NC(=O)COC(=O)CCCN2C(=O)c3cccc4cccc(c34)C2=O)c1 the results were Myeloid diff 2 inactive and Myeloid diff 2 GFP+ MAC1+ % 1.2.
Screening CC1(c2ccc(Cl)cc2Cl)NC(=O)N(CC(=O)Nc2ccc3[nH]c(=O)[nH]c3c2)C1=O (configuration not stated) returned Myeloid diff 2 inactive and Myeloid diff 2 GFP+ MAC1+ % 0.3.
CC1CC(=O)Nc2ccccc2N1C(=O)CN1C(=O)C(=O)N(C)C1=O (configuration not stated) was read as Myeloid diff 2 inactive and Myeloid diff 2 GFP+ MAC1+ % 1.2.
`CSc1ccccc1C(=O)OCC(=O)N1CCCC1=O` gave Myeloid diff 2 inactive and Myeloid diff 2 GFP+ MAC1+ % 0.9.
Screening Cc1nc2ncnn2c(Nc2ccc3c(c2)OCCO3)c1C returned Myeloid diff 2 inactive and Myeloid diff 2 GFP+ MAC1+ % 6.0.
Screening COc1cccc(CNC[C@H]2O[C@@H](n3cnc(C(N)=O)n3)[C@H](O)[C@@H]2O)c1OCc1ccc(F)cc1Cl returned Myeloid diff 2 inactive and Myeloid diff 2 GFP+ MAC1+ % 0.2.
For Nc1ncccc1C(=O)OCC(=O)N1CCN(S(=O)(=O)c2ccc(Cl)cc2)CC1 the results were Myeloid diff 2 inactive and Myeloid diff 2 GFP+ MAC1+ % 0.4.
Screening COc1ccc(-c2c(C)cc3oc(=O)cc(-c4ccccc4)c3c2C)cc1OC returned Myeloid diff 2 inactive and Myeloid diff 2 GFP+ MAC1+ % 0.5.
For CSc1ccccc1NC(=O)CN(C)C(C)C(=O)NCc1ccc2c(c1)OCO2 (configuration not stated) the results were Myeloid diff 2 inactive and Myeloid diff 2 GFP+ MAC1+ % 0.7.
For O=C(Nc1ccccc1N1CCOCC1)c1ccc([N+](=O)[O-])s1 the results were Myeloid diff 2 inactive and Myeloid diff 2 GFP+ MAC1+ % 1.5.
`Cc1cccn2c(=O)nc(SCC(=O)N3N=C(c4cccs4)CC3c3ccc(F)cc3)nc12` (configuration not stated) gave Myeloid diff 2 inactive and Myeloid diff 2 GFP+ MAC1+ % 0.8.
`CN1OC[C@@H]2CN(C(=O)c3cccc4ccccc34)[C@H](c3ccccc3Br)C[C@@H]21` gave Myeloid diff 2 inactive and Myeloid diff 2 GFP+ MAC1+ % 0.8.
CCN(CC(=O)Nc1ccc(NC(C)=O)cc1)C(=O)c1ccc(N2C(=O)c3ccccc3C2=O)cc1 was read as Myeloid diff 2 inactive and Myeloid diff 2 GFP+ MAC1+ % 0.6.
For COC(=O)C[C@@H]1CC[C@H](NC(=O)CC2CC2)[C@@H](CO)O1 the results were Myeloid diff 2 inactive and Myeloid diff 2 GFP+ MAC1+ % 1.2.
Screening NC(=O)C1CCN(c2nc(-c3ccccc3-c3ccccc3)cs2)CC1 returned Myeloid diff 2 inactive and Myeloid diff 2 GFP+ MAC1+ % 1.1.
`Cc1nc2c(OCCC3CCCCC3)cccn2c1N(C)C(=O)CCC1CCCC1` gave Myeloid diff 2 inactive and Myeloid diff 2 GFP+ MAC1+ % 1.0.
For O=C(NCc1ccccc1Cl)c1csc([C@@H]2O[C@H](CO)[C@H](O)[C@H](O)[C@H]2O)n1 the results were Myeloid diff 2 inactive and Myeloid diff 2 GFP+ MAC1+ % 1.5.
For COc1ccc(-c2nnc(COc3ccc(Br)cc3C)o2)cc1 the results were Myeloid diff 2 inactive and Myeloid diff 2 GFP+ MAC1+ % 1.0.
For COc1ccc(C(=O)N2CCCC(c3cc(C(=O)NCc4cccnc4)no3)C2)cc1 (configuration not stated) the results were Myeloid diff 2 inactive and Myeloid diff 2 GFP+ MAC1+ % 1.1.
For O=C1NC[C@H](Cc2ccccc2)N(C[C@H]2CCCN2C[C@H](Cc2ccccc2)N2C[C@H](Cc3ccccc3)N(CC3CCCCC3)C(=O)C2=O)C1=O the results were Myeloid diff 2 inactive and Myeloid diff 2 GFP+ MAC1+ % 0.7.
Screening Oc1ccc(C[C@@H](CN2CCCC2CN2C(=S)NC[C@@H]2Cc2ccccc2)N2C[C@H](Cc3ccccc3)N(CC3CCCCC3)C2=S)cc1 (some centres not stated) returned Myeloid diff 2 inactive and Myeloid diff 2 GFP+ MAC1+ % 1.0.
For FC(F)(F)c1ccccc1Cc1c(-c2ccccc2)nc2ccc(Br)cn12 the results were Myeloid diff 2 inactive and Myeloid diff 2 GFP+ MAC1+ % 1.2.
O=C(NCc1ccccc1CN1CCCC1)c1cc2ccccc2o1 was read as Myeloid diff 2 inactive and Myeloid diff 2 GFP+ MAC1+ % 1.3.
`CC1(C)CC[C@]2(CO)CC[C@]3(C)C(=CCC4[C@@]5(C)CC[C@H](O)[C@@](C)(CO)C5CC[C@]43C)[C@@H]2C1` (some centres not stated) gave Myeloid diff 2 inactive and Myeloid diff 2 GFP+ MAC1+ % 0.4.
For CCOc1ccc(N2C(=O)C3CCCN3C2=S)cc1 (configuration not stated) the results were Myeloid diff 2 inactive and Myeloid diff 2 GFP+ MAC1+ % 0.1.
O=C(COC(=O)CN1C(=O)c2ccccc2C1=O)Nc1ccccc1[N+](=O)[O-] was read as Myeloid diff 2 inactive and Myeloid diff 2 GFP+ MAC1+ % 0.4.
`Cc1ccc(C(=O)OCC(=O)NC2CCS(=O)(=O)C2)c(C)c1` (configuration not stated) gave Myeloid diff 2 inactive and Myeloid diff 2 GFP+ MAC1+ % 0.6.
C=CCN1C(=O)c2ccc(C(=O)N(C)CC(=O)Nc3ccc(OCC)c(OCC)c3)cc2C1=O was read as Myeloid diff 2 inactive and Myeloid diff 2 GFP+ MAC1+ % 0.1.
CC1=C(C(=O)N2CCOCC2)CC(CC(=O)NC2CCCCC2)C(=O)N1Cc1ccc(C(C)(C)C)cc1 (configuration not stated) was read as Myeloid diff 2 inactive and Myeloid diff 2 GFP+ MAC1+ % 0.7.
`CCOc1cc(/C=C/C(=O)OCC(=O)NCc2ccco2)cc(Cl)c1OC` gave Myeloid diff 2 inactive and Myeloid diff 2 GFP+ MAC1+ % 0.6.
For COc1cc(C=C(OC(C)=O)c2ccc3c(c2)OCO3)cc(OC)c1OC the results were Myeloid diff 2 inactive and Myeloid diff 2 GFP+ MAC1+ % 0.8.

A portion of the library; count on the stated rates, not on these rows.
